FXIIa single: blocks human coagulation factor XIIa activity. actives 0.2% (n = 33,000). purified human FXIIa, AMC substrate fluorescence, 2 h. inhibition, % at 10 µM; in the data active = inhibition above about 30%;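 note: 0% = enzyme with vehicle only and 100% = no enzyme blank; many of its hits are not listed in these tables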
FXIa inh: inhibitors of human coagulation factor XIa; P03951; purified human FXIa, fluorogenic AMC substrate cleavage; inhibition, % at 10 µM; actives 0.3% (n = 33,000);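 active = inhibition above 40% in the primary screen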;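 note: 0% = enzyme without compound and 100% = blank wells lacking enzyme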
Target sequence (P03951 19-387 limits assumed): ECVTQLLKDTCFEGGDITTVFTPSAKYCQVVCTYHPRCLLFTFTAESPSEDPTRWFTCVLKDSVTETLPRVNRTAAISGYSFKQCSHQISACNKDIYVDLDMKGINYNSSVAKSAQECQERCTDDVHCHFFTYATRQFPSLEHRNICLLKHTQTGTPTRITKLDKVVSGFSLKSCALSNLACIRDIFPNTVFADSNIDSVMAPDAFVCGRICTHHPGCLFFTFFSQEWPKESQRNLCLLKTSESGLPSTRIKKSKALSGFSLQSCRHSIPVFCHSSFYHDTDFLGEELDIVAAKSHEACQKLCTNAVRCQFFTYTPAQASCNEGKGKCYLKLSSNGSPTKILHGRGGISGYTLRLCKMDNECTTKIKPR
Target sequence (P03951 388-625 limits assumed): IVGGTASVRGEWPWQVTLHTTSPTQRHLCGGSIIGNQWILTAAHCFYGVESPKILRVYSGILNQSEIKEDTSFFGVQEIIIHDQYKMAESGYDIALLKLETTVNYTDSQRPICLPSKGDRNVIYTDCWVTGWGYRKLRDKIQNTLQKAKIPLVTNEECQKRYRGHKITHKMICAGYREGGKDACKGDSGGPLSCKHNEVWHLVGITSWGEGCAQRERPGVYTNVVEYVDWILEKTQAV
Numbers without * were called inactive.

SMILES | FXIIa single | FXIa inh
COc1ccc(Oc2cc(C(F)(F)F)cnc2C(N)=O)cc1 | -5 | -6
CC1(O)C(=O)c2ccccc2N(c2ccccc2)C1=O (configuration not stated) | -10 | 2
Cc1ccc(C2CC(=O)C=C(O)C2)cc1 (configuration not stated) | 5 | -9
O=C(c1ccc(Cl)cc1)c1ccc(OCC(O)CN2CCCCC2)cc1 (configuration not stated) | 3 | 0
CCOc1c(Br)cc(C(N)=O)cc1OC | -11 | 0
Cc1ccc(C)c2[nH]c(=O)c(CN(CCCN(C)C)C(=O)NCc3ccccc3)cc12 | 3 | 1
COc1ccc(C(=O)CCC(=O)O)c(C)c1 | 5 | -9
CCN1CN=C(NS(=O)(=O)c2ccc(C)cc2)NC1 | 5 | -3
CCOCC(=O)Nc1ccc(C)c(Cl)c1 | -4 | -3
Cn1c(COc2ccccc2)nnc1SCC(=O)Nc1ccc(S(N)(=O)=O)cc1 | 4 | -9
c1ccc(-c2nnc3sc(-c4ccncc4)nn23)cc1 | -16 | 2
CCCCNC(=S)NNC(=O)c1nn(C)cc1Cl | 1 | -5
Cc1ccc2c(c1)C1(OCCO1)C(=O)N2 | 2 | -4
CS(=O)(=O)N(CC(=O)N1CCc2ccccc2C1)Cc1ccccc1 | -2 | 1
COC(=O)C1=C(N)Oc2cc(C)n(Cc3ccccc3)c(=O)c2C1c1ccccc1 (configuration not stated) | 10 | -1
Cc1cc(C)c(S(=O)(=O)N(C2=NCCS2)S(=O)(=O)c2c(C)cc(C)cc2C)c(C)c1 | 2 | 7
CS(=O)(=O)c1sc2nc(-c3ccccc3)cc(-c3ccccc3)c2c1N | 0 | 0
CCC(=O)N1CCc2cc(S(=O)(=O)CCC(=O)Nc3ccc(C)c(F)c3)ccc21 | 3 | -1
O=c1nc(/C=C/c2ccc(-c3ccc(F)cc3)o2)cc(C(F)(F)F)[nH]1 | 13 | 0
Cn1ccnc1SCc1cc(=O)[nH]c2ccccc12 | 6 | -7
CCOC(=O)CC1ON(C)C(=O)N1c1ccc([N+](=O)[O-])cc1 (configuration not stated) | -15 | 28
COc1ccc(-c2coc3cc(O)cc(O)c3c2=O)cc1 | 1 | 2
CCOC(=O)c1cc2c(ccn2C)n1CC(=O)N1CCC(C)CC1 | -10 | 27
CCOc1ccccc1NC(=O)Cc1coc2cc(C)ccc12 | 2 | 2
CCn1c(SCC(=O)c2ccccc2)nnc1-c1cccs1 | -13 | 26
Additional entries follow:
SMILES | FXIIa single | FXIa inh
COc1ccc(-c2nc(S(=O)(=O)c3ccc(C)cc3)c(N3CCCC3)o2)cc1 | 6 | -1
Cc1ccc(N2CC(C(=O)Oc3cccc(N4C(=O)CCC4=O)c3)CC2=O)cc1 (configuration not stated) | 6 | -4
O=C(CCNS(=O)(=O)c1cccc2nsnc12)Nc1ccc2c(c1)OCCO2 | 4 | 3
Cc1n[nH]c(C)c1CCCOc1ccccc1 | 9 | -7
Cc1ccc(-c2nnn(CC(=O)N(Cc3cccs3)C(C(=O)NC3CCCC3)c3ccncc3)n2)cc1 (configuration not stated) | 9 | 6
Cc1cccnc1NC(=S)NC(=O)/C=C/c1ccco1 | 6 | 11
CC(Sc1cccc2cccc(C(=O)O)c12)C(=O)O (configuration not stated) | 2 | -2
Cc1ccc(S(=O)(=O)N2CCCCC2C(=O)N2CCN(C)CC2)cc1 (configuration not stated) | 7 | 1
COc1cc(C)c(CNC2CCCCC2)cc1C | 9 | 2
CCN(c1cccc(C)c1)S(=O)(=O)c1ccc2c(c1)CCN2C(C)=O | 8 | 6
CCN(CC)CCCNC(=O)C1c2cc(OC)c(OC)cc2C(=O)N(C)C1c1cccs1 (configuration not stated) | 6 | -6
O=C(c1ccccc1)N1CCCC(c2nc3c(nnn3Cc3ccccc3)c(=O)[nH]2)C1 (configuration not stated) | 37* | -2
COc1ccc(OC)c(NS(=O)(=O)c2ccc(NC(=O)C3COc4ccccc4O3)cc2)c1 (configuration not stated) | 6 | -2
CCCNc1nc(C)c(C(C)=O)cc1C#N | 8 | 3
CCOc1ccccc1-c1nc(C(N)=O)c2[nH]c(=O)n(-c3ccc(F)cc3)c2n1 | 6 | -3
CCOC(=O)c1sc(Nc2ccccc2)nc1C | -4 | -2
C=CCON1C(=O)c2ccccc2C1=O | 10 | -1
CCCCCOc1ccccc1C(=O)NCCC(=O)O | 5 | 7
COc1cc(NC2c3ccccc3C(=O)N2c2cc(C)ccn2)cc(OC)c1OC (configuration not stated) | -2 | 4
CC(C)C[C@H]1C(=O)N2CCC[C@H]2[C@]2(O)O[C@](NC(=O)[C@@H]3C=C4c5cccc6[nH]c(Br)c(c56)CC4N(C)C3)(C(C)C)C(=O)N12 (some centres not stated) | 7 | 8
CCn1c(=O)c(=O)n(CC)c2cc(S(=O)(=O)N3CCc4ccccc43)ccc21 | 8 | 4
Cc1cccc(Cn2c(N3CCc4ccccc4C3)nc3c2c(=O)[nH]c(=O)n3C)c1 | 5 | 5
CCCn1c(N2CCOCC2)nc2c1c(=O)[nH]c(=O)n2C | 5 | 11
O=C(Cc1cccs1)Nc1cccc(C(=O)Nc2ccco2)c1 | 7 | 4
Cc1nc(OCC(=O)c2ccc(Cl)cc2)c(C#N)c2c1COC(C)(C)C2 | -3 | -2

Full records from above.
Results for `CCOc1c(Br)cc(C(N)=O)cc1OC` = FXIIa single: -11; FXIa inh: 0
Results for `O=C(Cc1cccs1)Nc1cccc(C(=O)Nc2ccco2)c1` = FXIIa single: 7; FXIa inh: 4
Results for `CC(Sc1cccc2cccc(C(=O)O)c12)C(=O)O` (configuration not stated) = FXIIa single: 2; FXIa inh: -2

Carrying on.
SMILES | FXIIa single | FXIa inh
CN(C1CCCCC1)S(=O)(=O)c1ccc(NC(=O)C2CCCCC2)cc1 | 12 | 3
O=C(c1cccs1)N1CCN(c2ccc(F)cc2)CC1 | -3 | 1
COc1cccc(C(=O)Nc2cnc(NC(=O)c3ccco3)cc2C)c1 | 5 | -3
CC1=CC(c2ccc(Cl)cc2)n2nc(NS(=O)(=O)c3ccc(C)cc3)nc2N1 (configuration not stated) | -10 | -5
CC(C)(C)c1cc(C(c2cccnc2)N2CCN(CCO)CC2)cc(C(C)(C)C)c1O (configuration not stated) | 7 | 6
CN1C(=O)/C(=C/c2cn(CC(=O)N3CCCCC3)c3ccccc23)c2ccccc21 | 15 | 2
CN(C)CCCOc1ccc(C(C)(C)c2ccccc2)cc1 | -11 | 24
CCOC(=O)c1ccc(S(=O)(=O)N2CCNCC2)cc1 | 8 | -3
Cc1c(NC(=O)c2ccccc2)c(=O)n(-c2ccccc2)n1C | -14 | 5
COc1ccccc1C(=O)NCC1CCN(c2ccc(S(=O)(=O)N3CCOCC3)cc2)CC1 | 0 | 4
CC(C)n1c(SCC(=O)Nc2nc3c(s2)CCCC3)nc2c1c(=O)n(C)c(=O)n2C | 4 | -10
CCCCCC(=O)Nc1ccc(Cl)cn1 | 3 | -5
O=C(Nc1nc2ccccc2[nH]1)c1ccccc1 | 4 | 4
Cc1ccc(CSc2nnc(-c3cccnc3)n2N)cc1 | 6 | 2
O=C(Nc1ccc2c(c1)OCCO2)c1cccc(S(=O)(=O)N2CCCCC2)c1 | 5 | 8
O=C(c1ccc([N+](=O)[O-])cc1)N(Cc1ccc(Cl)cc1)N1C(=O)CCCC1=O | 4 | -6
CC(C(=O)O)c1n[nH]c(=O)c2ccccc12 (configuration not stated) | -2 | 0
CCOC(=O)c1cccc(NC(=O)CCS(=O)(=O)c2ccc(Br)s2)c1 | -16 | 23
CCOC(=O)c1c(N=CN(C)C)c(C#N)c2n1CCCC2 | 4 | 7
COc1ccc(C2C(C#N)=C(SCC(=O)Nc3ccc(C)cc3)NC3=C2C(=O)CC(C)(C)C3)cc1 (configuration not stated) | 7 | -3
Cc1ccc(OCC(=O)N/N=C/c2ccco2)cc1 | 8 | -10
O=C(OCc1cc(Cl)ccc1OC(F)F)c1cc(S(=O)(=O)O)ccc1O | 6 | 6
Cc1cc(NC(=O)C2CCCC2)nc2c1c(=O)oc1ccccc12 | 5 | 5
c1cncc(CNc2nc(N3CCOCC3)nc(N3CCOCC3)n2)c1 | 2 | -10
Cc1c(Cl)cccc1Nc1ccccc1C(=O)O | 13 | 10

Four entries already listed, ordered by the value under FXIIa single, descending.
SMILES | FXIIa single | FXIa inh
CCOC(=O)c1ccc(S(=O)(=O)N2CCNCC2)cc1 | 8 | -3
O=C(Nc1nc2ccccc2[nH]1)c1ccccc1 | 4 | 4
COc1ccccc1C(=O)NCC1CCN(c2ccc(S(=O)(=O)N3CCOCC3)cc2)CC1 | 0 | 4
CCOC(=O)c1cccc(NC(=O)CCS(=O)(=O)c2ccc(Br)s2)c1 | -16 | 23

Continuation:
SMILES | FXIIa single | FXIa inh
COc1cccc(CNC(=O)c2ccc3nc[nH]c3c2)c1 | 4 | -6
S=c1[nH]nc(-c2cc(-c3ccco3)[nH]n2)n1-c1cccc2ccccc12 | 3 | -16
COc1ccc(N2CCN(C(=O)Nc3cccc(C(F)(F)F)c3)CC2)cc1 | 1 | 5
CCCn1cc(SCC(=O)Nc2ccc3c(c2)OCO3)c2ccccc21 | 0 | 2
CCn1c(SCC(=O)Nc2nc(C)cs2)nnc1C(NC(=O)c1ccccc1Cl)C(C)C (configuration not stated) | 4 | -6
CC(=O)NC1(C(F)(F)F)C(=O)Nc2c1c(=O)[nH]c(=O)n2Cc1ccco1 (configuration not stated) | 8 | 1
CCOc1ccccc1N1CCN(C(=O)c2ccccc2)CC1 | -10 | -1
CCOC(=O)c1ccc(NC(=O)COc2ccc(S(=O)(=O)N3CCCC3)cc2)cc1 | 6 | -6
Cc1nc2nc(SCC(=O)NCc3ccco3)nn2c(C)c1Cc1ccccc1 | 9 | 3
c1ccc(C(c2c[nH]c3ccccc23)c2c[nH]c3ccccc23)nc1 | -7 | -2
CN(CCOCCOc1ccc2ccccc2c1)Cc1ccccc1 | -11 | 24
COc1cc(C)c(Cl)cc1S(=O)(=O)NCCN1CCOCC1 | 4 | -5
Brc1ccc(-n2cccc2/C=N/n2cnnc2)cc1 | 7 | 11
Cn1nnnc1SCSc1nnnn1C | 7 | 4
CCN(CC)C(=O)CSCc1cnn(-c2ccccc2)c1-n1cccc1 | 6 | 10
Cc1cc(=O)n2[nH]c(C)c(-c3ccccc3)c2n1 | 5 | -2
Cc1cc(C)c(C)c(S(=O)(=O)N2CCN(CC(=O)NC(=O)NCc3ccccc3)CC2)c1C | 1 | 4
Cc1ccc(-c2nc3cnccn3c2Nc2c(C)cccc2C)o1 | -10 | -1
Cc1cc(-c2ccc(Cl)s2)n[nH]1 | 4 | -5
CCc1nc(NC(C)C)c2oc3ccccc3c2n1 | 5 | -2
COc1cc(C(=O)O/N=C2\CCCc3c2ccc(OC)c3[N+](=O)[O-])cc(OC)c1OC | 5 | 5
COc1ccc(N2CCN(C(=O)CNC(=O)c3ccc(C(C)(C)C)cc3)CC2)cc1 | 4 | 0
Cc1ccc(NS(=O)(=O)c2cc(C(=O)N3CCN(C)CC3)ccc2C)cc1 | 2 | 0
Nc1nnc(SCC(=O)N2CCN(Cc3ccccc3)CC2)s1 | -13 | 24
COCCNC(=O)c1snc2ccc(Cl)cc12 | 9 | 2

A second format for part of the listing above:
Value order: FXIIa single, FXIa inh
CN(CCOCCOc1ccc2ccccc2c1)Cc1ccccc1
    -11, 24
COc1cc(C)c(Cl)cc1S(=O)(=O)NCCN1CCOCC1
    4, -5

(further entries)
SMILES | FXIIa single | FXIa inh
Cc1ccc2nc(SCC(=O)Nc3cc(C(F)(F)F)ccc3N3CCOCC3)[nH]c2c1 | 6 | 8
COc1ccc(-c2noc(CCC(=O)NCC3CCN(Cc4cccc(C)c4)CC3)n2)cc1 | 4 | 2
Cc1ccc(-c2c(C#N)c(N)nc3c2CCCCC3)cc1 | 4 | -1
O=C(N1CCOCC1)N1CCN(C(c2ccccc2)c2ccccc2)CC1 | 25 | -2
CCCCNS(=O)(=O)c1ccc(NC(=O)c2c(-c3ccccc3Cl)noc2C)cc1 | 6 | -4
COc1ccc(C2=Nc3ccccc3OC2)cc1 | 3 | 16
COC(=O)c1[nH]c2cc(OC)ccc2c1NC(=O)CN1CCN(c2cccc(C)c2)C(C)C1 (configuration not stated) | 3 | -2
N/C(COc1ccc(F)cc1)=N\NC(=O)c1cccnc1Oc1ccccc1 | 2 | 0
Cc1ccc(C(=O)N2CC3(C(C)C)CN(C(=O)c4ccc(C)cc4)CC(C(C)C)(C2)C3=O)cc1 | 2 | -10
O=C(COC(=O)c1ccc(S(=O)(=O)N2CCCC2)cc1)NCc1ccc(F)cc1 | 3 | 1
O=C(O)C[C@@H](O)C(=O)O | 6 | 4
CCCCNCc1cc(Cl)c(OCCC)c(OCC)c1 | 0 | -4
CC(C)C(=O)NCCSc1c[nH]c2ccccc12 | 7 | 5
O=C(CCn1cccc1)Nc1ccc(F)cc1 | 9 | 39
CCCCCCOC(=O)C1=C(C)NC(=O)NC1c1ccc(O)cc1 (configuration not stated) | 6 | 6
COc1ccc(S(=O)(=O)n2oc(=O)cc2-c2ccccc2)cc1OC | -15 | 27
Cc1cc(C(=O)OCn2nnc3ccccc3c2=O)c(C)o1 | 7 | 5
S=c1[nH]nc(Cc2cccc3ccccc23)n1-c1ccccc1 | 3 | 2
O=C(Nc1ccccc1C(=O)NCc1ccc(Cl)cc1)c1ccco1 | 0 | -2
Cn1c(=O)[nH]c(=O)c2c1nc(Br)n2CCCCSc1nc2ccccc2o1 | -12 | 1
CNC(=O)c1ncnnc1N(C)C(=O)NCc1ccccc1 | 4 | -2
C=CCn1c(O)c(N=NC(=O)CNC(=O)/C=C/c2ccco2)c2ccccc21 | 11 | 7
CCCC(C)NC(=O)COC(=O)c1ccc(Cl)c(S(N)(=O)=O)c1 (configuration not stated) | 0 | -3
O=S1(=O)CC(O)C(Nc2ccc(Cl)cc2)C1 (configuration not stated) | 6 | 4
Cc1cc(Cl)c(OCCCn2cncn2)c(Br)c1 | 5 | 6

FXIIa single, what is marked active above
SMILES | FXIIa single | FXIa inh
O=C(c1ccccc1)N1CCCC(c2nc3c(nnn3Cc3ccccc3)c(=O)[nH]2)C1 (configuration not stated) | 37* | -2

Compound activity deposited in PubChem BioAssay by PCMD.

Some of the compounds tested, so the mix of outcomes need not match the whole.
